Bioassay records as filed in PubChem.
KCNK3 inh – human KCNK3 channel inhibitors, primary screen, CHO cells, FluxOR thallium flux, B-score; Potassium channel subfamily K member 3 (Homo sapiens), O14649; FluxOR fluorescence; active compounds read low; B-score at 10 µM; 340,000 tested, 0.84% active;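 active = B-score under library mean minus 4 SD, starting fluorescence ratio at most library mean plus 5 SD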;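 also: more negative B-score means stronger inhibition of thallium flux through KCNK3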
Target sequence (O14649 whole entry, looked up): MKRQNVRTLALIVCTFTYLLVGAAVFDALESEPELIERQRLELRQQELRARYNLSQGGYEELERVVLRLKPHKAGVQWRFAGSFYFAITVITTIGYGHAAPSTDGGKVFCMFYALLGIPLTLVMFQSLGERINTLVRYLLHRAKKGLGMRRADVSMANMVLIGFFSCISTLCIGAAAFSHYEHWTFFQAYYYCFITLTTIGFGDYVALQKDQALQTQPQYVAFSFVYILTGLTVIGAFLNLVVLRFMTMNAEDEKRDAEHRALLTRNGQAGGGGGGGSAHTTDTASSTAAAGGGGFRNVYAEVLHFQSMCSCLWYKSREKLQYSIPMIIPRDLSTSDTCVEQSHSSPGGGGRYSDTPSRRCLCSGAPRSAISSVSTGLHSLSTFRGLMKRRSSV
PolyA inh – polyadenylation inhibitors in yeast reporter cells, primary screen, luminescence, S. cerevisiae | S. cerevisiae SKY197-pL101 polyadenylation reporter, beta-gal luminescence; efflux-impaired pdr1/pdr3 knockout yeast; score 100 = 6 SD above DMSO | calls only at 12 µM | 300,000 tested, 0.02% active;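 active = lowest replicate activity score at least 50, where 100 means six control SD above control mean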;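 also: yeast exposed to compound for 9 h at 30 °C; higher score means more reporter readthrough which indicates perturbed polyadenylation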
KCNQ1 inh – inhibitors of human KCNQ1 channel, primary screen, cell-based, thallium flux, high-throughput; Potassium voltage-gated channel subfamily KQT member 1 (Homo sapiens), P51787; CHO-K1 KCNQ1, FluxOR thallium flux fluorescence; active compounds read high; AID 2642, 2010; 310,000 tested, 1.3% active; B-score at 10 µM;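 active = compounds whose thallium flux B-score, printed positive for inhibition, exceeds three library SD while starting fluorescence stays within three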;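 also: channel opened by potassium depolarization with thallium stimulus after 20 min compound exposure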
GSK3B inh – human GSK3beta kinase inhibitors, primary screen, biochemical, cell-free homogeneous, HTS; GST-GSK3beta kinase, ADP-Glo luminescence, 60 min; active compounds read low; activity score (negative = inhibition), % at 10 µM; 300,000 tested, 0.038% active;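 active = more than half of replicate wells score below -50%, meaning over 50% inhibition versus plate controls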;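 also: 0% = median DMSO wells and -100% = median GW8510 positive control wells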
Target sequence (P49841 whole entry, looked up): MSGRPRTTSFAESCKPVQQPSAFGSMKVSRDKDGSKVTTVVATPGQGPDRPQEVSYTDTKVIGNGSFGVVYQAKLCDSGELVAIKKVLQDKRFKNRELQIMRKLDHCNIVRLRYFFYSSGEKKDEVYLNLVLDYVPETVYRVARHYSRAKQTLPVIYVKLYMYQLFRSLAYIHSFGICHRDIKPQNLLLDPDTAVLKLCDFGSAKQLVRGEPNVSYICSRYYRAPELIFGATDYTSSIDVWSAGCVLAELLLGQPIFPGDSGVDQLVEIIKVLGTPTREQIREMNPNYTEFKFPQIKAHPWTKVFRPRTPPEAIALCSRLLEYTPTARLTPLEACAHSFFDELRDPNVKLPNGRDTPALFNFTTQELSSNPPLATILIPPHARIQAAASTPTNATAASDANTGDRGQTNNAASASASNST
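Test system: GST-tagged human GSK3beta kinase, cell-free; evaluation: activity score scaled between in-plate DMSO and GW8510 controls; measured by: ADP-Glo luminescence; incubation: 60 min reaction, RT; benchmarks: DMSO and 20 µM GW8510; reagent: peptide substrate plus 25 µM ATP (final); medium: Tris/MgCl2 kinase buffer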
hERG protect – hERG rescue from dofetilide block, primary screen, cell-based, CHO-hERG, FluxOR thallium flux, dofetilide IC70. dofetilide IC70 present. activation (rescue from dofetilide block), less the hit threshold, % at 10 µM. AID 1511, 2009. Voltage-gated inwardly rectifying potassium channel KCNH2 (Homo sapiens), Q12809. 310,000 tested, 0.51% active;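 active = activation above the mean of controls blocked by dofetilide plus 5 SD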;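 also: thallium influx through hERG after potassium depolarization seen as dye fluorescence rise; in these data hits start at about 4.7%; inactives centre near -7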
RGS4 act – RGS4 potentiators or activators, primary screen, cell-based, HEK293 M3R inducible RGS4, calcium flux | carbachol calcium flux Fluo4; active compounds read low | B-score at 10 µM | AID 463111, 2010 | 310,000 tested, 0.92% active;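 active = B-score of the integrated calcium signal more than 4 SD below the library mean, with starting fluorescence not abnormally high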;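 also: negative B-score means reduced calcium response which marks RGS4 activation or potentiation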
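test system = HEK293 cells with stable M3R and inducible RGS4 | schedule = recording 10 s baseline at 1 Hz, 100 s post-agonist | technique = Fluo4-AM (2 µM) calcium-flux fluorescence, kinetic read | measure = Agonist-evoked peak-minus-minimum fluorescence over baseline, integrated ratio, B score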
DYRK1A inh – rat Dyrk1A kinase inhibitors, primary screen, biochemical, single point, plate reader | Dual specificity tyrosine-phosphorylation-regulated kinase 1A (Rattus norvegicus), Q63470 | ADP-Glo luminescence, NFATc1 peptide | inhibition, % at 12.5 µM | 310,000 tested, 0.43% active | AID 504441, 2011; in the data active = inhibition above about 50%;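 also: plate controls were vehicle with enzyme for no effect and no enzyme for full effect; many of its hits are not listed in these tables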
GSK3A inh – blockers of GSK3A enzyme activity – biochemical, luminescence, cell-free homogeneous, HTS, primary screen. Glycogen synthase kinase-3 alpha (Homo sapiens), P49840. GSK-3 alpha kinase, ADP-Glo luminescence, 60 min. inhibition, % at 10 µM. 320,000 tested, 0.1% active;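 in the data active = inhibition above about 50%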;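 also: GST-tagged GSK-3 alpha with peptide substrate and 25 µM ATP; 0% = DMSO neutral wells and 100% = GW8510 positive control wells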
KCNK9 block – KCNK9 potassium channel inhibitors, primary screen, HEK293 cells, thallium flux; Potassium channel subfamily K member 9 (Homo sapiens), Q9NPC2; FluxOR thallium flux fluorescence; active compounds read low; B-score at 10 µM; 310,000 tested, 1.2% active; AID 488922, 2010;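 active = ratio B-score over 3 SD below the library mean, with starting fluorescence within 5 SD of its mean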;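 also: negative B-score means less thallium flux so channel inhibition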
KCNQ1 act – potentiators or activators of KCNQ1 channel, primary screen, cell-based, thallium flux, high-throughput | CHO-K1 KCNQ1, thallium flux FluxOR fluorescence; active compounds read high | 310,000 tested, 0.35% active | Potassium voltage-gated channel subfamily KQT member 1 (Homo sapiens), P51787 | B-score at 10 µM | AID 2648, 2010;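 active = fluorescence ratio B-score, a plate-corrected score, at least three library SD, with initial intensity B-score within 5 SD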
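Medium – assay buffer, equal DMSO in all wells · Material – CHO-K1 cell line with stable KCNQ1 potassium channel expression · Signal – kinetic FluxOR thallium fluorescence, 10-s 1-Hz baseline, 110-s post-stimulus read · Compound – single concentration per compound, DMSO matched to controls · Schedule – 37 °C overnight plating, 90-min dark dye load, 20-min compound pretreatment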
RGS4 inh – RGS4 inhibitors, primary screen, cell-based, HEK293 M3R inducible RGS4, calcium flux; Regulator of G-protein signaling 4 (Homo sapiens), P49798; Fluo-4 calcium flux; active compounds read high; triggered by carbachol at its EC20; B-score at 10 µM; 310,000 tested, 0.45% active; AID 463165, 2010;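 active = B-score, a plate-corrected calcium signal, over three deviations above library mean, with baseline fluorescence within five deviations of library mean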;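 also: RGS4 expression induced by doxycycline in cells with stable M3 receptor; B-score is computed from the integrated fluorescence ratio over baseline after carbachol; higher B-score means a larger calcium signal and so more RGS4 inhibition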
Target sequence (P49798 whole entry, looked up): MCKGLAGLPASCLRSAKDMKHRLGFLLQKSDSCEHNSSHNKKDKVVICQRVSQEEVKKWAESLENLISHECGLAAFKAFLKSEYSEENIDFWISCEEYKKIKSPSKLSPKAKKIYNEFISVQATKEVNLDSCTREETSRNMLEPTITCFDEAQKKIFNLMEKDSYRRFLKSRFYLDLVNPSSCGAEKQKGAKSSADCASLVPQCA
* = called active by the depositor; i = inactive; . = no result given. This is a subset; count on the stated rates, not on these rows.

SMILES | KCNK3 inh | PolyA inh | KCNQ1 inh | GSK3B inh | hERG protect | RGS4 act | DYRK1A inh | GSK3A inh | KCNK9 block | KCNQ1 act | RGS4 inh
CCOC(=O)Cn1nc(C)c(NC(=O)COc2ccc(C)c(C)c2)c1C | i | i | i | 3 | -11 | i | 10 | 0 | i | i | i
COc1ccc(N2CC(C(=O)OCC(=O)Nc3cccc(C)c3)CC2=O)cc1 (configuration not stated) | i | i | i | 7 | -9 | i | -4 | -4 | i | i | i
Cc1ccc(C(=O)CCS(=O)(=O)c2ccc(Cl)cc2)cc1 | i | i | i | -2 | -6 | i | -1 | -1 | i | i | i
O=C(N/C(=C/c1cccc([N+](=O)[O-])c1)C(=O)N1CCCCCC1)c1ccco1 | i | i | i | -2 | -12 | i | -2 | 2 | i | i | i
CN(C)c1ccc(NC(=S)NC(=O)/C=C/c2ccc(Cl)cc2)cc1 | i | i | i | 0 | -6 | i | 2 | -4 | i | i | i
Cc1ccc(C(=O)Nc2ccccc2[N+](=O)[O-])cc1S(=O)(=O)N1CCOCC1 | i | i | i | -4 | -10 | i | 2 | -1 | i | i | i
COc1cccc(NC(=O)C2CCCN2C(=O)OCc2ccccc2)c1 (configuration not stated) | i | i | i | -1 | -5 | i | 2 | -1 | i | i | i
CCOc1ccc(NC(=O)C2CC(=O)OC2c2ccccc2)cc1 (configuration not stated) | i | i | i | 1 | -13 | i | -6 | 7 | i | i | i
O=C(NCc1cnn(-c2ccc(F)cc2)c1)C1CCC(=O)N(C2CC2)C1 (configuration not stated) | i | i | i | 2 | -1 | i | -3 | 0 | i | i | i
Cc1ccc(NC(=O)CSc2ncccn2)cc1F | i | i | i | 2 | -11 | i | 1 | 1 | i | i | i
CCOC(=O)c1[nH]nc(C(=O)c2ccc(Br)cc2)c1O | i | i | i | 3 | -10 | i | -3 | 2 | i | i | i
COc1nc(-c2ccc(C)cc2)ccc1-c1noc(-c2ccco2)n1 | i | i | i | -1 | -13 | i | -7 | 1 | i | i | i
O=Nc1c(O)n(Cc2ccccc2)c2ccccc12 | i | i | i | -7 | -14 | i | -12 | 0 | i | i | i
CC1(C)CC(=O)c2c(O)c(-c3ccccc3)c(=O)n(-c3ccccc3)c2C1 | i | i | i | 0 | -10 | i | 6 | 0 | i | i | i
O=C(COC(=O)C1(c2ccc(Cl)cc2)CCCC1)NC1CCS(=O)(=O)C1 (configuration not stated) | i | i | i | -4 | -8 | i | -7 | -1 | i | i | i
Cc1nn(C(C)C(=O)NCc2cccs2)c(C)c1[N+](=O)[O-] (configuration not stated) | i | i | i | 2 | -5 | i | 11 | -1 | i | i | i
Cc1ccc(S(=O)(=O)Nc2ccccc2F)cc1C(=O)OC(C)C(=O)N1CCOCC1 (configuration not stated) | i | i | i | -4 | -2 | i | 16 | 0 | i | i | i
CC(C)N1CCN(S(=O)(=O)c2ccccc2)CC1 | i | i | i | 1 | -8 | i | 12 | 0 | i | i | i
Cc1ccc(NC(=S)NNC(=O)Cn2nc([N+](=O)[O-])cc2C)cc1 | i | i | i | 4 | 4 | i | 0 | -4 | i | i | i
CCOc1cc(/C=C2\COc3ccccc3C2=O)ccc1OCC(=O)N(C)C | i | i | i | 3 | -12 | i | -3 | -1 | i | i | i
CC(NC(=O)CN(c1ccc(F)cc1)S(C)(=O)=O)c1ccccc1 (configuration not stated) | i | i | i | 0 | -6 | i | 9 | 1 | i | i | i
O=C(O)c1nn2c(c1Br)NC(c1ccccc1)CC2C(F)(F)F (configuration not stated) | i | i | i | 3 | -3 | i | 1 | -3 | i | i | i
CCN(CC)c1ccc(C(=S)NCc2ccccc2)cc1 | i | i | i | 5 | -13 | i | 11 | 0 | i | i | i
Clc1cc(NC2CCCCC2)ncn1 | i | i | i | 0 | -1 | i | 6 | 0 | i | i | i
COc1ccc2sc(N3C(=O)CC(Cc4cccc(C)c4)C3=O)nc2c1 (configuration not stated) | i | i | i | -1 | 3 | i | 16 | 1 | i | i | i
Cc1ccc(-c2cc(C(=O)n3cnc4ccccc43)c3ccccc3n2)cc1C | i | i | i | -3 | -6 | i | -11 | -2 | i | i | i
CCCCn1c(O)c(/C=C2\C=NN=C2c2ccccc2)sc1=S | i | i | i | 1 | -15 | i | 1 | 1 | i | i | i
Cc1ccsc1C(=O)Nc1nc2ccccc2[nH]1 | i | i | i | -4 | -9 | i | 33 | 4 | i | i | i
CC(=O)N(Cc1ccco1)C1(C(=O)NC2CCCC2)CCCCC1 | i | i | i | 1 | -8 | i | -3 | -2 | i | i | i
Oc1ccc(N2CCN(Cc3ccc(OCCCN4CCCCC4)cc3)CC2)cc1 | i | i | i | 0 | -3 | i | 5 | -3 | i | i | i
COc1ccc(C(=O)Nc2sc3c(c2C#N)CCN(C(C)=O)C3)cc1 | i | i | i | 2 | -11 | i | -4 | 5 | i | i | i
CC/C(=N/O)C(=O)c1ccc(Br)cc1 | i | i | i | 2 | -7 | i | -7 | -2 | i | i | i
COc1ccc(CCN(Cc2cc3ccc(C)cc3n3nnnc23)C(C)=O)cc1OC | i | i | i | 3 | -2 | i | -1 | 0 | i | i | i
CCSC1=C(C#N)C(c2ccc(Cl)cc2)C2=C(CCCC2=O)N1 (configuration not stated) | i | i | i | 2 | -4 | i | 8 | -1 | i | i | i
COc1cccc(NC(=S)/C(=C(\[O-])c2ccc([N+](=O)[O-])cc2)[n+]2ccccc2)c1 | i | i | i | 5 | -7 | i | 4 | -2 | i | i | i
COc1ccc(CN2C=C3C(=O)C(C)(OC(=O)CCc4ccccc4)C(=O)C=C3C=C2c2ccc(C#N)cc2)cc1 (configuration not stated) | i | i | i | -3 | -9 | i | 3 | 0 | i | i | i
CC(C)(CO)N=Cc1c(O)[nH]c2ccccc12 | i | i | i | -3 | -4 | i | 10 | -1 | i | i | i
Cc1cccc(NS(=O)(=O)c2ccc([N+](=O)[O-])cc2)n1 | i | i | i | -3 | -1 | i | 1 | -1 | i | i | i
Cc1ccc(NC(=S)/N=C(\N)Nc2nc(C)c3ccccc3n2)cc1C | i | i | i | 5 | -4 | i | -4 | 0 | i | i | i
COc1ccc(NC(=O)CSc2nncc(=O)n2N)cc1OC | i | i | i | -1 | -2 | i | 0 | -1 | i | i | i
O=C(CN1CCN(c2ccccc2F)CC1)Nc1nnc(C(F)(F)F)s1 | i | i | i | 1 | -4 | i | -5 | -4 | i | i | i
COc1ccc2oc(C(=O)NCc3ccco3)c(C)c2c1 | i | i | i | -1 | -10 | i | 19 | 3 | i | i | i
COc1ccc(NC(=O)CN(C)S(=O)(=O)c2cnc[nH]2)cc1Cl | i | i | i | 2 | -2 | i | -5 | 0 | i | i | i
CCN(CC)S(=O)(=O)c1ccc(OC)c(NC(=O)c2cc([N+](=O)[O-])ccc2Cl)c1 | i | i | i | 0 | -9 | i | -8 | 1 | i | i | i
COc1ccc(C)cc1NC(=O)C(OC(=O)c1cnccn1)c1ccccc1 (configuration not stated) | i | i | i | -1 | -16 | i | -5 | 0 | i | i | i
COc1ccc(C2NC(=O)NC(C)=C2C(=O)OC2CCC(C)CC2)cc1 (configuration not stated) | i | i | i | 0 | -7 | i | -4 | 0 | i | i | i
COc1ccc(N2CCN(C(=O)CCC(=O)N3Cc4ccccc4Oc4ncccc43)CC2)cc1 | i | i | i | -1 | -6 | i | 0 | 1 | i | i | i
CC1CCCCC12NC(=S)N(c1ccccc1)N2 (configuration not stated) | i | i | i | 3 | -3 | i | -1 | -3 | i | i | i
CCOc1ccc(CC(C(N)=O)C(N)=O)cc1CN(C)C | i | i | i | -2 | -10 | i | -3 | -2 | i | i | i
CCOC(=O)Cc1ccc2sc(-c3ccccc3)nc2c1 | i | i | i | -6 | -5 | i | 13 | 3 | i | i | i
The listing continues:
SMILES | KCNK3 inh | PolyA inh | KCNQ1 inh | GSK3B inh | hERG protect | RGS4 act | DYRK1A inh | GSK3A inh | KCNK9 block | KCNQ1 act | RGS4 inh
O=C(COC(=O)CCCCCN=C1NS(=O)(=O)c2ccccc21)Nc1ccc(Cl)c(Cl)c1 | i | i | i | 4 | -4 | i | 1 | 0 | i | i | i
CC(=O)c1ccc(-n2nnnc2SCC(=O)N2CCc3ccccc3C2)cc1 | i | i | i | -10 | -6 | i | -3 | . | i | i | i
COc1ccc(CCNC(=O)C(=O)NCC2CCCN2S(=O)(=O)c2ccccc2)cc1OC (configuration not stated) | i | . | i | -1 | -18 | -9.4* | -7 | 3 | i | i | i
C=CCN1C(=O)N(c2ccc(Cl)cc2)C(=O)C1CC(=O)Nc1ccc(F)cc1 (configuration not stated) | i | i | i | 2 | -4 | i | 3 | 0 | i | i | i
CCOc1ccccc1-c1cc(C(=O)N/N=C/c2ccc(O)c(OC)c2)c2ccccc2n1 | i | i | i | 1 | -11 | i | 0 | 0 | i | i | i
CCC(=O)N/N=C/c1ccc(-c2ccc([N+](=O)[O-])cc2)o1 | i | i | i | 1 | -8 | i | -3 | -1 | i | i | i
O=C(c1cccnc1NCc1ccc(F)cc1)N1CCOCC1 | i | i | i | 1 | -8 | i | 2 | 5 | i | i | i
CCOc1ccc(S(=O)(=O)N2CCC(C(=O)NC3CC3)CC2)cc1C | i | . | i | 3 | -5 | i | -5 | 0 | i | i | i
